# ERK EGF inh: blocks ERK signaling stimulated by EGF; HEK293-V1b, EGF-stimulated phospho-ERK AlphaScreen; Potency, µM (titrated, usually from 11.5 µM), for the others: at the top dose activity change, negative = inhibition, most hits filed as inhibitors; 130,000 tested, 0.41% active; AID 1454; active = well fitted inhibition curve with a large enough effect;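 note: plate controls were stimulated vehicle wells for no effect and unstimulated vehicle basal for full effect; nearly all actives have a fitted effect of over 55% in size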
#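 EGF-stimulated (25 nM, 5 min) phospho-ERK in HEK293 cells stably expressing V1b, cells pretreated 30 min with compound at 37C. Homogeneous AlphaScreen read on lysates.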
# The depositor's hits bear a star; [ ] = dose if it differs, or a comment. Potency is the fitted concentration of half-maximal effect. An excerpt; count on the stated rates, not on these rows.
SMILES,ERK EGF inh
Nc1c(Cl)ncnc1N/N=C/c1cccnc1,-7%[57.5 µM]
O=C(c1cccc([N+](=O)[O-])c1)c1ccc2c(c1)OCCOCCOCCO2,9%[57.5 µM]
O=c1c2oc3nc4c(cc3c2ncn1CCCc1ccccc1)CCCC4,-10%[57.5 µM]
CCOc1cccc(/C=N/NS(=O)(=O)c2ccc(C)c([N+](=O)[O-])c2)c1O,15%
CCC1CCc2c(sc3nc(SCC(=O)NCc4ccco4)n(-c4ccccc4)c(=O)c23)C1 (stereo not drawn),0%
C/C(=N\NC(N)=S)c1ccncc1,-8%[57.5 µM]
CCOC(=O)c1cnc2c([N+](=O)[O-])cnn2c1C,-7%
COc1ccc(C(=O)C2CCCN(Cc3cccn3-c3ccc(Cl)cn3)C2)c(OC)c1 (stereo not drawn),-3%
COc1ccc(CCNC(=O)CC2SC(=NCCc3ccccc3)NC2=O)cc1 (stereo not drawn),3%
O=C(C1CCN(c2nnc(-n3cccc3)s2)CC1)N1CCN(Cc2ccc3c(c2)OCO3)CC1,-2%
COCCCN=C1NN=C(c2cc(C)n(-c3ccccc3F)c2C)CS1,7%
COc1ccc(CCNC(=O)CCCn2nc(C)c([N+](=O)[O-])c2C)cc1OC,2%
Cc1ccc(C)c(OCc2nc3ccc(S(=O)(=O)Nc4c(C)n(C)n(-c5ccccc5)c4=O)cc3[nH]2)c1,-2%
CCOC(=O)c1ccc(NC(=O)COc2cc3oc(=O)c(CC(C)O)c(C)c3cc2Cl)cc1 (stereo not drawn),8%[57.5 µM]
O=C(Nc1cccc(S(=O)(=O)NC2=NCCCCC2)c1)c1cc(-c2ccncc2)nc2ccccc12,-18%
Cc1ccc(/C=C/C(=O)O)cc1S(=O)(=O)N1CCCCC1,4%[57.5 µM]
CCCCN1C(=O)C2C(C(=O)Nc3cccc(OC)c3)C3C=CC2(O3)C1C(=O)NC1CCCCC1C (stereo not drawn),5%
CCOC(=O)Cc1c(C)nc2cc(C)nn2c1C,11%
COc1ccc(N(CC(O)Cn2cnc3ccccc32)S(=O)(=O)c2ccc(C)cc2)cc1 (stereo not drawn),-16%
Cc1c(C2=CCN(S(=O)(=O)c3ccc(Cl)cc3)CC2)c2ccccc2n1C,9%
COc1ccc(C(=O)N2CCC3(CC2)CN(CC(C)C)C3)cc1,-11%
COc1ccc(C(=O)NC(=S)N2CCCc3ccccc32)cc1OC,-2%
S=c1[nH]nc(-c2ccc(Br)cc2)n1-c1ccc2c(c1)OCCO2,-6%[57.5 µM]
COc1cc(OC)cc(C(=O)N2CCN(C(=O)c3ccc(-c4ccccc4)cc3)CC2)c1,0%
CCOC(=O)C1C(=O)OC(C)(C)C1C(C)C(=O)c1ccc(C)cc1C (stereo not drawn),-2%
Cc1ccccc1NC(=O)CN1C(=O)CSc2ccccc21,13%[57.5 µM]
CCN(CC#CCC(O)(c1ccccc1)c1ccccc1)C(C)C,7%
CCC(=O)NC(Nc1nc(C)cs1)(C(=O)OC)C(F)(F)F (stereo not drawn),4%
O=C1NC(c2ccccc2)=NC1(Nc1ccccn1)C(F)(F)F (stereo not drawn),-7%
O=C(O)c1ccc(NS(=O)(=O)c2ccc3c(c2)C(=O)c2ccccc2C3=O)cc1,-5%
Nc1ccccc1S(=O)(=O)NC1=NCCCCC1,21%
COc1cc(/C=C2/NC(=O)N(CC(=O)Nc3ccc(C)cc3)C2=O)ccc1Oc1ccc([N+](=O)[O-])cn1,-18%
CCCCC(=O)Nc1cc(OCC)c(NC(=S)NC)cc1OCC,3%
Cc1cc2nc(=O)c(/C=C3\C=Nc4ccccc43)c(N)n2o1,5%[57.5 µM]
N#C/C(=C(O)\C=C\c1ccccc1)c1nc2ccccc2[nH]1,-1%[57.5 µM]
COc1ccc(CNC(=O)[C@H](C)[C@H]2C[C@]2(C)[C@H](NC(=O)OCc2ccccc2)c2ccccc2)cc1OC,9%
CCC/C(O)=C1\C(=O)CC(c2ccccc2)CC1=NC(C)C(=O)O (stereo not drawn),-1%
COC1(C)CC2C(CC1OC(=O)c1cc([N+](=O)[O-])cc([N+](=O)[O-])c1)C2(C)C (stereo not drawn),25µM*
CCCS(=O)(=O)N1CCC(C(=O)NCCC(C)C)CC1,30%
COc1cc([N+](=O)[O-])ccc1N=Nc1c(N)[nH]n(-c2ccccc2)c1=O,0%
O=C(NCc1ccccc1)c1cccc(F)c1F,-3%
Cc1ccccc1-c1nn(-c2ccc(F)cc2F)cc1CNCC(C)O (stereo not drawn),-6%
COc1ccc(Cn2c3ccc(OC)cc3c3nc4ccccc4nc32)cc1,-8%
COc1ccc(NC(=O)c2cccnc2Sc2ccccc2)c(OC)c1,1%
COc1ccc(-c2cc(C(F)(F)F)nc(-n3ccnc3)n2)cc1,4%

# Among those listed so far, these have a COOH group:
SMILES,ERK EGF inh
Cc1ccc(/C=C/C(=O)O)cc1S(=O)(=O)N1CCCCC1,4%[57.5 µM]
O=C(O)c1ccc(NS(=O)(=O)c2ccc3c(c2)C(=O)c2ccccc2C3=O)cc1,-5%
CCC/C(O)=C1\C(=O)CC(c2ccccc2)CC1=NC(C)C(=O)O (stereo not drawn),-1%

# Next section.
SMILES,ERK EGF inh
CCN(C(=O)COC(=O)c1cc(-c2ccccc2)nc2ccc(Br)cc12)C1CCS(=O)(=O)C1 (stereo not drawn),1%
O=C(CSc1nnc(NCc2ccccc2)s1)N1CCOCC1,10%
Cc1ccc(NC(=S)NCC2CCN(C(C)c3ccccc3)C2)cc1 (stereo not drawn),-34%
Cc1nn(-c2ccccc2)c(-c2ccccc2[N+](=O)[O-])c1C(=O)O,-3%[57.5 µM]
Oc1c(CN2CCOCC2)cc2c(c1-c1c(O)c(CN3CCOCC3)cc3c1CCCC3)CCCC2,-15%
COc1ccc(OC)c(Nc2ccc(Nc3cc(OC)ccc3OC)nn2)c1,-4%
Cc1nn(-c2cc(C)c3ccccc3n2)c2c1C1C(C2)C1(C)C (stereo not drawn),-5%
CCOc1cccc(/C=N/Nc2ccc(S(=O)(=O)N(CC)CC)cn2)c1O,3%
Cc1c(Cl)cccc1NC(=O)CC1Sc2ccccc2NC1=O (stereo not drawn),3%[57.5 µM]
Cc1nc2c(C#N)cnn2c2c1CCNN2C,-8%
C=CCOc1cc(OC)c(OC)c(OC)c1,-11%[57.5 µM]
COc1ccc(Cc2noc(CN3CCN(c4ccc(Cl)cn4)CC3)n2)cc1OC,5%
CCCn1c(-c2cccs2)nc2c1c(=O)[nH]c(=O)n2Cc1ccccc1,2%
COC(=O)c1ccc(NC(C(=O)OC)C(C)C)c([N+](=O)[O-])c1 (stereo not drawn),3%
COc1ccc(CCNC(=O)c2ccccc2SC)cc1,-10%
C=CCSc1nnc(-c2ccc([N+](=O)[O-])cc2)o1,-10%
N#Cc1cc(S(=O)(=O)c2ccc(Cl)cc2)c(N)[nH]c1=O,-14%
C/C(=N\NC(=O)c1ccc(CSc2nncn2C)cc1)c1cccs1,-5%
NC(=O)N/N=C/c1coc2ccc(O)cc2c1=O,0%[57.5 µM]
O=C(Nc1cc(S(=O)(=O)N2CCOCC2)ccc1N1CCOCC1)c1ccc(Cl)nc1,0%[57.5 µM]
Cc1[nH]n(-c2ccc(C(=O)O)cc2)c(=O)c1CCO,-1%
O=C(NCC(c1cccs1)N1CCOCC1)c1cc(-c2ccc(F)cc2)nc2ccccc12 (stereo not drawn),3%
COC(=O)c1cccc(NC(=O)c2onc3c2CCCC3)c1,12%
O=[N+]([O-])c1ccc(CSc2ncnc3c2ncn3[C@@H]2O[C@H](CO)[C@H](O)[C@H]2O)cc1,20%
Cc1ccc(/C=N/NC(=O)CNC(=O)Cc2ccccc2)o1,0%
COc1cc(C(=O)N/N=C(\C)Cn2nc([N+](=O)[O-])cc2C)ccc1O,0%
CC(C)N1CCc2c(sc(NC(=O)c3nc4ccccc4s3)c2C(N)=O)C1,2%
CCn1nc(C)c(Br)c1-c1nc(-c2cccc(C)c2)no1,2%[57.5 µM]
Cc1cccc2sc(NS(C)(=O)=O)nc12,1%
COc1ccc(-c2c(O)c3c(OC)c4c(cc3oc2=O)OC(C)(C)CC4)cc1,26%

# Part of the list above, tab-delimited.
Structure	ERK EGF inh
COc1ccc(Cn2c3ccc(OC)cc3c3nc4ccccc4nc32)cc1	-8%
COc1ccc(NC(=O)c2cccnc2Sc2ccccc2)c(OC)c1	1%
COc1ccc(-c2cc(C(F)(F)F)nc(-n3ccnc3)n2)cc1	4%
CCN(C(=O)COC(=O)c1cc(-c2ccccc2)nc2ccc(Br)cc12)C1CCS(=O)(=O)C1 (stereo not drawn)	1%
O=C(CSc1nnc(NCc2ccccc2)s1)N1CCOCC1	10%
Cc1ccc(NC(=S)NCC2CCN(C(C)c3ccccc3)C2)cc1 (stereo not drawn)	-34%
Cc1nn(-c2ccccc2)c(-c2ccccc2[N+](=O)[O-])c1C(=O)O	-3%[57.5 µM]
Oc1c(CN2CCOCC2)cc2c(c1-c1c(O)c(CN3CCOCC3)cc3c1CCCC3)CCCC2	-15%
COc1ccc(OC)c(Nc2ccc(Nc3cc(OC)ccc3OC)nn2)c1	-4%
Cc1nn(-c2cc(C)c3ccccc3n2)c2c1C1C(C2)C1(C)C (stereo not drawn)	-5%
CCOc1cccc(/C=N/Nc2ccc(S(=O)(=O)N(CC)CC)cn2)c1O	3%
Cc1c(Cl)cccc1NC(=O)CC1Sc2ccccc2NC1=O (stereo not drawn)	3%[57.5 µM]
Cc1nc2c(C#N)cnn2c2c1CCNN2C	-8%
C=CCOc1cc(OC)c(OC)c(OC)c1	-11%[57.5 µM]
COc1ccc(Cc2noc(CN3CCN(c4ccc(Cl)cn4)CC3)n2)cc1OC	5%
CCCn1c(-c2cccs2)nc2c1c(=O)[nH]c(=O)n2Cc1ccccc1	2%
COC(=O)c1ccc(NC(C(=O)OC)C(C)C)c([N+](=O)[O-])c1 (stereo not drawn)	3%
COc1ccc(CCNC(=O)c2ccccc2SC)cc1	-10%
C=CCSc1nnc(-c2ccc([N+](=O)[O-])cc2)o1	-10%
N#Cc1cc(S(=O)(=O)c2ccc(Cl)cc2)c(N)[nH]c1=O	-14%
C/C(=N\NC(=O)c1ccc(CSc2nncn2C)cc1)c1cccs1	-5%
NC(=O)N/N=C/c1coc2ccc(O)cc2c1=O	0%[57.5 µM]
O=C(Nc1cc(S(=O)(=O)N2CCOCC2)ccc1N1CCOCC1)c1ccc(Cl)nc1	0%[57.5 µM]
Cc1[nH]n(-c2ccc(C(=O)O)cc2)c(=O)c1CCO	-1%

# (next part)
SMILES,ERK EGF inh
CCCCN(C(=O)Cn1ncc(Cl)c(Cl)c1=O)c1c(N)n(CC(C)C)c(=O)[nH]c1=O,-8%[57.5 µM]
O=C(NCc1cccnc1)c1cc(C(=O)C2CC2)c[nH]1,3%
C=CC[C@@H]1Cc2c(Br)ccc(Br)c2[C@@H](CC=C)N1,7%
NC(=O)c1cccn1-c1ncc(C(F)(F)F)cc1Cl,-2%
Cc1ccc2c(c1)C(c1ccc(O)cc1)(c1ccc(O)cc1)C(=O)N2C,-12%

# Screens (PubChem)
